TMEM16A act = TMEM16A chloride channel activators or potentiators, primary screen, cell-based, HTS; Anoctamin-1 (Mus musculus), Q8BHY3; HEK293 TMEM16A/YFP-H148Q/I152L, iodide quench fluorescence; hits give low values; B-score at 10 µM; 340,000 tested, 0.3% active;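 active = fluorescence-ratio B-score plate-corrected deviation score at least 3 library SD below zero, with starting fluorescence score within 5 deviations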;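 note: channel opened by trigger with iodide after compound preincubation; score built on the fluorescence ratio of max minus min over baseline; more negative score means more quench and so TMEM16A activation or potentiation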
ANO1 block = TMEM16A chloride channel inhibitors, primary screen, cell-based, HTS. Anoctamin-1 (Mus musculus), Q8BHY3. HEK293 TMEM16A/YFP iodide influx fluorescence, ionomycin. normalized B-score (activity score, 25-100; higher = stronger inhibition) at 10 µM. 310,000 tested, 1.2% active;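 active = ratio plate-corrected score three or more library SD toward inhibition, starting fluorescence score within five deviations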;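 note: score derived from kinetic fluorescence span divided by baseline fluorescence per well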
SKKanGAS inh = S. pyogenes SKKanGAS growth inhibitors in kanamycin, primary screen, streptokinase expression inhibitor project, SKKanGAS strain, BacTiter-Glo luminescence; 6 h; inhibition, % at 7.5 µM; 300,000 tested, 1.3% active; AID 1662, 2009;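 active = mean replicate score, as percent of positive control median, at least 50; inconclusive = mean below 50 but one replicate at or above 50; inactive = mean and every replicate below 50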;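 note: strain carries kanamycin resistance gene driven by streptokinase promoter and grows in 40 µg/ml kanamycin; loss of luminescence reflects streptokinase promoter inhibition or plain growth inhibition; 0% = median of DMSO wells and 100% = positive control at its reference dose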
MrgX1 antagonist = antagonists of human MrgX1 receptor, primary screen, HEK293 cells, Fluo-4 calcium flux; Mas-related G-protein coupled receptor member X1 (Homo sapiens), Q96LB2; BAM8-22 antagonism; hits give low values; B-score at 10 µM; 310,000 tested, 1.3% active; AID 588676, 2011;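 active = calcium-response B-score plate-corrected more than 3 library SD below zero, starting fluorescence within 5 deviations, no agonist response on first addition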;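 note: peak minus trough fluorescence over baseline after final BAM8-22 challenge near maximal dose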
Target sequence (Q96LB2 whole entry, looked up): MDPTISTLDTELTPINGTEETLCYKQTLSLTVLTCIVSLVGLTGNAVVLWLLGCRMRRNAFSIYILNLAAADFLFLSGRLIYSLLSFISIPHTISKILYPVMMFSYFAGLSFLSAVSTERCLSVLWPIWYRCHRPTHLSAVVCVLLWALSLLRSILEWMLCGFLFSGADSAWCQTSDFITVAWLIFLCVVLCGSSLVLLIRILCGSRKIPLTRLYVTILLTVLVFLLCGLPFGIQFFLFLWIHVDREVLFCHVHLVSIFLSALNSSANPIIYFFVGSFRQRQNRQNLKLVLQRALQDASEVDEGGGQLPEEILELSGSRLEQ
TRPC6 inh = mouse TRPC6 channel inhibitors, primary screen, cell-based, HEK293, membrane potential dye; Short transient receptor potential channel 6 (Mus musculus), Q61143; ACh-evoked depolarization; hits give low values; B-score at 10 µM; 310,000 tested, 1.1% active;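 active = B-score under library mean minus 3 SD, initial fluorescence not abnormally high, positive integrated signal ratio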;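 note: B-score derived from integrated fluorescence ratio over the kinetic read; more negative B-score means stronger inhibition of depolarization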
MrgX1 agonist = agonists of human MrgX1 receptor, primary screen, HEK293 cells, Fluo-4 calcium flux. Fluo-4 calcium fluorescence, agonist mode; hits give high values. B-score at 10 µM. 310,000 tested, 0.44% active. AID 588627, 2011;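 active = calcium response B-score plate-corrected fluorescence ratio at least 3 library SD, with starting fluorescence B-score inside 5 SD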
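Material: MrgX1-expressing HEK293 cells; input: 15,000 cells per well; doses: test compound given as first of three sequential additions; schedule: overnight plating before 1 h dye loading; technique: Fluo-4 NW calcium-flux fluorescence, kinetic read; evaluation: baseline-normalised fluorescence change ratio, B-scored; control set: plate-wise positive and negative controls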
RGS4 act = RGS4 potentiators or activators, primary screen, cell-based, HEK293 M3R inducible RGS4, calcium flux; carbachol calcium flux Fluo4; hits give low values; B-score at 10 µM; 310,000 tested, 0.92% active; AID 463111, 2010;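 active = B-score of the integrated calcium signal more than 4 SD below the library mean, with starting fluorescence not abnormally high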;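 note: negative B-score means reduced calcium response which marks RGS4 activation or potentiation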
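Detection: kinetic calcium fluorescence imaging with Fluo4-AM dye, 2 µM / Material: HEK293 cells with stable M3R and inducible RGS4 / Schedule: recording 10 s baseline at 1 Hz, 100 s post-agonist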
HDAC3 inhib = HDAC3 deacetylase inhibitors, primary screen, biochemical, fluorescence, cell-free homogeneous | recombinant HDAC3, fluorogenic peptide/trypsin coupled | inhibition, % at 8.3 µM | 320,000 tested, 0.15% active | AID 2718, 2010; in the data active = inhibition above about 26%, passing the limit was not always enough; inconclusive = no clear call, values can overlap the other calls
Target sequence (O15379 whole entry, looked up): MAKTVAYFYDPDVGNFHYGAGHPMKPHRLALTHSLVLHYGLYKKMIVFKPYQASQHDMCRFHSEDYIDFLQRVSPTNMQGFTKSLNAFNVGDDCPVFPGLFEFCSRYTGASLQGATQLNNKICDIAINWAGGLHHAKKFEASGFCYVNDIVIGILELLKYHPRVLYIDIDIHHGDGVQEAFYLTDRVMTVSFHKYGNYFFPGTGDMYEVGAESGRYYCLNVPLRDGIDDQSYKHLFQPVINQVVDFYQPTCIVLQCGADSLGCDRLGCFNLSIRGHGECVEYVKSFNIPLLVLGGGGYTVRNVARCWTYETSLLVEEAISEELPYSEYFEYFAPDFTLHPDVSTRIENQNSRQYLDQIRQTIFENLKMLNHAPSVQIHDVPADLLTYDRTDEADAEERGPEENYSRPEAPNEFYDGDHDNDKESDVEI
RGS4 block = RGS4 inhibitors, primary screen, cell-based, HEK293 M3R inducible RGS4, calcium flux. Regulator of G-protein signaling 4 (Homo sapiens), P49798. Fluo-4 calcium flux; hits give high values; triggered by carbachol at its EC20. B-score at 10 µM. 310,000 tested, 0.45% active. AID 463165, 2010;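 active = B-score, a plate-corrected calcium signal, over three deviations above library mean, with baseline fluorescence within five deviations of library mean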;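 note: RGS4 expression induced by doxycycline in cells with stable M3 receptor; B-score is computed from the integrated fluorescence ratio over baseline after carbachol; higher B-score means a larger calcium signal and so more RGS4 inhibition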
Target sequence (P49798 whole entry, looked up): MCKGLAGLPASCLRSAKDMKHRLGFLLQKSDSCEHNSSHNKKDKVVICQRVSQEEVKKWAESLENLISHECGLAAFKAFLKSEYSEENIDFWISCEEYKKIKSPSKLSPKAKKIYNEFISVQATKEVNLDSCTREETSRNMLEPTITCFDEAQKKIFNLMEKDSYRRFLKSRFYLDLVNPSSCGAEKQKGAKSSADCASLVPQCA
MrgX1 allo act = positive allosteric modulators of MrgX1, primary screen, HEK293 cells, Fluo-4 calcium flux; FDSS; hits give high values; AID 588675, 2011; 310,000 tested, 0.63% active; B-score at 10 µM; Mas-related G-protein coupled receptor member X1 (Homo sapiens), Q96LB2;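 active = plate-corrected calcium response at least 3 library SD above typical, normal starting fluorescence, not activating the receptor alone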;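 note: compound read alongside a low EC10 to EC30 dose of BAM8-22 agonist; peak minus trough fluorescence over baseline measured at the second addition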
TRPC6 activator = mouse TRPC6 channel activators, primary screen, cell-based, HEK293, membrane potential dye | B-score at 10 µM | HEK293-TRPC6 membrane potential dye fluorescence; hits give high values | Short transient receptor potential channel 6 (Mus musculus), Q61143 | 310,000 tested, 0.13% active;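 active = B-score of the integrated fluorescence ratio above library mean plus 3 SD, and starting fluorescence ratio within library mean plus 5 SD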;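 note: higher score means more depolarization so channel activation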
* hit, by the source's call; i = inactive; ? = inconclusive; . = not tested or not shown.

SMILES	TMEM16A act	ANO1 block	SKKanGAS inh	MrgX1 antagonist	TRPC6 inh	MrgX1 agonist	RGS4 act	HDAC3 inhib	RGS4 block	MrgX1 allo act	TRPC6 activator
COc1ccc(N(C)C(=O)c2cc3c(s2)-c2ccc(Cl)cc2S(=O)(=O)C3)c(OC)c1	i	25*	11	i	i	i	i	7	i	i	i
COc1cccc(NS(=O)(=O)c2c(C)n(C)c(=O)n(C)c2=O)c1	i	i	-6	i	i	i	i	3	i	i	i
CCCn1c(N)c(N2CCCCC2)c(=O)n(CC(=O)Nc2ccc(OC(F)(F)F)cc2)c1=O	i	i	-1	i	i	i	i	5	i	i	i
O=c1[nH]c(Cc2ccc(F)cc2)nc2scc(-c3ccc(F)cc3)c12	i	i	-11	i	i	i	i	-6	i	i	i
CC1(C)NC(=O)N(CC(O)CN2C(=O)CCC2=O)C1=O (stereo not drawn)	i	i	-1	i	i	i	i	3	i	i	i
CCCCCN(C(=O)CCC(=O)OCC(=O)N1CCCC(C)C1)c1c(N)n(CCCC)c(=O)[nH]c1=O (stereo not drawn)	i	i	4	i	i	i	i	-1	i	i	i
S=C1NC2=C(CCCC2=C2SCCCS2)C(c2ccccc2)N1 (stereo not drawn)	i	i	10	i	i	i	i	43*	i	i	i
Nc1cc(N)nc(SCCOc2ccccc2F)n1	i	i	1	i	i	i	i	-7	i	i	i
Cn1cc(/C=N/NC(=O)COc2ccccc2[N+](=O)[O-])c2ccccc21	i	i	-14	i	i	i	i	11	i	i	i
COCCCn1c(SCC(=O)Nc2ccc(NC(=O)c3ccco3)c(OC)c2)nc2ccccc2c1=O	i	i	14	i	i	i	i	3	i	i	i
Oc1ccc2cc(Br)ccc2c1CN1CCCC1	i	i	-2	i	i	i	i	1	i	i	i
COc1ccc(CC(C)Nc2ccccc2F)cc1 (stereo not drawn)	i	i	13	i	i	i	i	-1	i	i	i
Cc1ccc(NC2=C(Cl)C(=O)OC2OC(C)C)cc1 (stereo not drawn)	i	i	-5	i	i	i	i	5	i	i	i
Cc1ccc(Cl)cc1NC(=O)C(=O)N/N=C/c1ccc2c(c1)OCO2	i	i	.	i	i	i	i	-2	i	i	i
COC(=O)C1=C(C)N=C2SCCC(=O)N2C1c1cc(Br)ccc1OC (stereo not drawn)	i	i	-4	i	i	i	i	-3	i	i	i
CC1CCCC(C)N1C(=O)CNCc1ccc2c(c1)OCO2 (stereo not drawn)	i	i	-4	i	i	i	i	6	i	i	i
CCCCc1ccc(/C=C2\C(=O)ON=C2c2ccccc2)s1	i	i	2	i	i	i	i	0	i	i	i
COc1cccc(CN(C)c2nc(-c3cccs3)nc3ccccc23)c1	i	i	18	i	i	i	i	2	i	i	i
O=C(Nc1ncc(Cc2ccc(SC(F)F)cc2)s1)c1ccccc1	i	i	82*	i	i	i	i	-3	i	i	i
Cc1nc(-c2ccc(C(=O)O)cc2)cs1	i	i	4	i	i	i	i	4	i	i	i
CS(=O)(=O)CCC(C(=O)n1nnc2ccccc21)N1C(=O)c2ccccc2C1=O (stereo not drawn)	i	i	-3	i	i	i	i	3	i	i	i
CCOc1ccc(CCNC(=O)CCS(=O)(=O)c2ccc(C)cc2)cc1OCC	i	i	-3	i	i	i	i	3	i	i	i
CCOC(=O)c1cn(Cc2ccc(Br)cc2)nn1	i	i	-5	i	i	i	i	1	i	i	i
C/C(=N/NS(=O)(=O)c1ccc(Cl)cc1)c1cccc(NC(=O)c2ccc(Cl)cc2Cl)c1	i	i	64*	i	i	i	i	-1	i	i	i
Cc1nn(Cc2ccccc2)c(Cl)c1C(=O)NCc1ccc(C)n1C	i	i	10	i	i	i	i	5	i	i	i
(listing goes on)
SMILES	TMEM16A act	ANO1 block	SKKanGAS inh	MrgX1 antagonist	TRPC6 inh	MrgX1 agonist	RGS4 act	HDAC3 inhib	RGS4 block	MrgX1 allo act	TRPC6 activator
CCOc1ccc(-c2nc(CS(=O)(=O)CC(=O)NCc3ccc(F)cc3)c(C)o2)cc1	i	i	1	i	i	i	i	-7	i	i	i
COc1ccccc1C(=O)NC(CCSC)C(=O)NC1CCCCCC1 (stereo not drawn)	i	i	-23	i	i	i	i	-1	i	i	i
Cc1ccc(C)c(-c2csc(NC(=O)C3=COCCO3)n2)c1	i	i	6	i	i	i	i	-9	i	i	i
O=C(O)c1ccccc1NC(=O)C(Cc1ccccc1)N1C(=O)c2ccccc2C1=O (stereo not drawn)	i	i	7	i	i	i	i	-5	i	i	i
O=C(COC(=O)Cn1cnc2ccccc21)NCc1ccc(F)cc1	i	i	1	i	i	i	i	-3	i	i	i
COc1cccc(/C=C2\SC(=S)N(C(C)C(=O)NC3C=CS(=O)(=O)C3)C2=O)c1 (stereo not drawn)	i	i	0	i	i	i	i	-4	i	i	i
Cc1ccc(CNC(=O)CN(c2ccc(C(C)C)cc2)S(=O)(=O)c2c(C)noc2C)cc1	i	i	3	i	i	i	i	0	i	i	i
CC(=O)N1CCN(c2ccc(NC(=O)/C=C/c3ccccc3)cc2)CC1	i	i	-13	i	i	i	i	.	i	i	i
CCOc1ccc2nc(SCC(=O)c3cccs3)sc2c1	i	i	3	i	i	i	i	.	i	i	i
CCN1CCN(c2nc(Nc3cc(OC)ccc3OC)nc(Nc3cc(OC)ccc3OC)n2)CC1	i	i	8	i	-5*	i	i	-3	i	i	i
CCN1CCN(C(=S)c2ccc(OCC(=O)NCc3ccccc3)cc2)CC1	i	i	-2	i	i	i	i	4	i	i	i
Cc1ccccc1C(=O)NC1CCN(C(=O)NC2CCCCC2)CC1	i	i	2	i	i	i	i	0	i	i	i
Cc1nc2cc(Cl)ccc2n1CCO	i	i	-4	i	i	i	i	-5	i	i	i
Cc1cc(=O)oc2cc(OCC(=O)NCCCN3CCOCC3)c(Cl)cc12	i	i	-6	i	i	i	i	-1	i	i	i
CC(CCc1ccccc1)NC(=O)c1cc2sccc2n1C (stereo not drawn)	i	i	2	i	i	i	i	-5	i	i	i
CCOC(=O)c1c(S(=O)(=O)NCC(=O)Nc2cccc(C)c2)c(C)n(C)c1C	i	i	-11	i	i	i	i	2	i	i	i
O=C(Cn1cnc2c(nnn2Cc2ccc(F)cc2)c1=O)Nc1cccc(F)c1	i	i	-30	i	i	i	i	3	i	i	i
O=C(COc1cccc2c1CCN(Cc1ccccc1F)C2=O)N1CCCCC1	i	i	-6	i	i	i	i	0	i	i	i
CCN(CCCNC(=O)CCn1c(=O)[nH]c2ccsc2c1=O)c1ccccc1	i	i	1	i	i	i	i	-2	i	i	i
COc1ccc(Cn2cccc(NC(=O)Nc3ccc(F)cc3)c2=O)cc1	i	i	11	i	i	i	i	-8	i	i	i
O=C(C1=C(O)C(=O)N(CCCN2CCOCC2)C1c1ccccn1)c1cc2ccccc2o1 (stereo not drawn)	i	i	2	i	i	i	i	6	i	i	i
O=C1CC(c2ccccc2)CN1S(=O)(=O)c1ccccc1 (stereo not drawn)	i	i	-2	i	i	i	i	7	i	i	i
Oc1ccccc1OCc1nc2ccccc2s1	i	i	6	i	i	i	i	6	i	i	i
Cc1ccc2nc(SCC(=O)c3ccc4c(c3)OCO4)[nH]c2c1	i	i	-21	i	i	i	i	-2	i	i	i
O=c1cc(CN2CCN(S(=O)(=O)c3ccccc3)CC2)nc2sccn12	i	i	0	i	i	i	i	1	i	i	i
More structures follow:
SMILES	TMEM16A act	ANO1 block	SKKanGAS inh	MrgX1 antagonist	TRPC6 inh	MrgX1 agonist	RGS4 act	HDAC3 inhib	RGS4 block	MrgX1 allo act	TRPC6 activator
CN(C(=O)CSc1nc(-c2ccc(C(C)(C)C)cc2)c(C#N)c(=O)[nH]1)C1CCCCC1	i	i	?	i	i	i	i	3	i	i	i
CCN(CC)S(=O)(=O)c1ccc(OC)c(NC(=O)Cc2cccs2)c1	i	i	-1	i	i	i	i	-3	i	i	i
Nc1c(C(=O)Nc2ccc(S(=O)(=O)N3CCCC3)cc2)sc2nc3ccc(OC(F)(F)F)cc3cc12	i	i	18	i	i	i	i	-2	i	i	i
CCCCOc1ccc(C(=O)NCCc2cccs2)cc1	i	i	-2	i	i	i	i	4	i	i	i
CCN1C(=O)CSc2ccc(C(=O)NCc3ccc(OC)cc3)cc21	i	i	5	i	i	i	i	4	i	i	i
COc1ccc(CCNC(=O)NC(C(F)(F)F)C(F)(F)F)cc1OC	i	i	-5	i	i	i	i	-5	i	i	i
CCOC(=O)C1CCN(S(=O)(=O)c2ccc(-n3cnnn3)c(C)c2)CC1	i	i	-6	i	i	i	i	-7	i	i	i
COc1ccc(-c2oc3ncnc(NCCCN4CCOCC4)c3c2-c2ccc(OC)cc2)cc1	i	i	21	i	i	i	i	0	i	i	i
CN(c1ncc(C(F)(F)F)cc1Cl)N1C(=O)C2ONC3(C(=O)CC(C)(C)CC3=O)C2C1=O (stereo not drawn)	i	i	-10	i	i	i	i	5	i	i	i
Nn1c(SCC(=O)Nc2ccccc2Br)nnc1-c1ccco1	i	i	-1	i	i	i	i	2	i	i	i
COc1ccc(CN=C(N)N=C(N)N)cc1Cl	i	i	6	i	i	i	i	-7	i	i	i
N#CC1=C(N)OC2=C(C(=O)CCC2)C1c1ccoc1 (stereo not drawn)	i	i	-6	i	i	i	i	11	i	i	i
CCOc1ccc2nc3ccc4[nH]onc4c3c2c1	i	i	2	i	i	i	i	-6	i	i	i
CCN(C(=O)CSc1nnc(Nc2cccc(C)c2C)s1)C1CCS(=O)(=O)C1 (stereo not drawn)	i	i	-2	i	i	i	i	-2	i	i	i
CC1(C)CC(=O)C(/C=N/n2c(C(F)(F)F)nc3ccccc3c2=O)=C(O)C1	i	i	-20	i	i	i	i	-1	i	i	i
O=C(Nc1ccc(NC(=O)c2ccco2)cc1)c1ccc2c(c1)OCO2	i	i	-1	i	i	i	i	7	i	i	i

Source: PubChem BioAssay (several laboratories)
